# USP17 inh: blocks human USP17 ubiquitin-rhodamine cleavage | actives 6.5% (n = 47,000) | purified USP17, Ub-rhodamine cleavage fluorescence, 3 h | AID 1645855 | inhibition, % at 50 µM
# USP30 block: inhibitors of human USP30 deubiquitinase. Q70CQ3. purified USP30, Ub-rhodamine cleavage fluorescence. inhibition, % at 25 µM. actives 5.3% (n = 47,000)
# USP10 block: blocks human USP10 ubiquitin-rhodamine cleavage. actives 1.1% (n = 47,000). inhibition, % at 20 µM. AID 1645856. purified USP10, Ub-rhodamine fluorescence, 60 min. Q14694
# USP7 inh: human USP7 deubiquitinase inhibition. Q93009. purified USP7, Ub-rhodamine cleavage fluorescence. inhibition, % at 20 µM. actives 0.3% (n = 47,000). AID 1645854
# UCHL1 block: human UCHL1 deubiquitinase inhibition; inhibition, % at 20 µM; purified UCHL1, Ub-rhodamine cleavage fluorescence; AID 1645859; actives 0.2% (n = 47,000); P09936
# Target sequence (P09936 whole entry, looked up): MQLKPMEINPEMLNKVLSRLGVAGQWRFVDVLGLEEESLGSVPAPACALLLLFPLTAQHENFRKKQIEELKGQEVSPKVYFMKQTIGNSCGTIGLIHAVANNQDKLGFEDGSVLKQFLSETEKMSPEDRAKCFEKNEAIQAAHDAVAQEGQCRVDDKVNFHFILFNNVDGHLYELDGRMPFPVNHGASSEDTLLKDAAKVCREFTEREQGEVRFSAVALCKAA
# USP28 block: inhibitors of human USP28 deubiquitinase; purified USP28, Ub-rhodamine cleavage fluorescence, 30 min; Q96RU2; actives 3% (n = 47,000); inhibition, % at 25 µM
# USP8 block: inhibitors of human USP8 deubiquitinase; AID 1645853; P40818; actives 4.2% (n = 47,000); inhibition, % at 20 µM; purified USP8, Ub-rhodamine cleavage fluorescence, 30 min
# OTUD3 inh: inhibitors of human OTUD3 deubiquitinase | purified OTUD3, Ub-rhodamine fluorescence, 2 h | inhibition, % at 25 µM | Q5T2D3 | actives 0.7% (n = 47,000)
# Target sequence (Q5T2D3 whole entry, looked up): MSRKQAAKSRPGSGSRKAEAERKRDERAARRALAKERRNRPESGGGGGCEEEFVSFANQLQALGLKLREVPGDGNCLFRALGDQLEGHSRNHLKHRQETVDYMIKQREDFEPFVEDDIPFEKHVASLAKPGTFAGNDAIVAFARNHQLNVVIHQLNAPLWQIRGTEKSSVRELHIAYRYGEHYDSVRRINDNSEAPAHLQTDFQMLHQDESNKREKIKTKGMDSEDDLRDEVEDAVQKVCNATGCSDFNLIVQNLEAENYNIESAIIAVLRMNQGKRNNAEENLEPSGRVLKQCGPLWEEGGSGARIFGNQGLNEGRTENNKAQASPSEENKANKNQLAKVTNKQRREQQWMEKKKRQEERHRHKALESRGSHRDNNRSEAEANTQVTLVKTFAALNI
# * marks the source's active call; other numbers are inactive results; nt = no result given. Rule as the data show it: active = inhibition above about 30%; inactive = the rest. No enrichment for hits; overall some 13% were active at least once.
1: COCCCNC(=O)c1nc(Cc2c[nH]c3ccccc23)no1
2: C/C=C1\C[C@H]2C(=O)Nc3cc(O)c(OC)cc3C(=O)N2C1
3: CCOc1ccc(NC(=O)N2CCC(N3CCN(C)C(=O)C3=O)CC2)cc1
4: CCc1ccc(C2=Nc3ccccc3N3C(=O)c4c(ccc(OC)c4OC)C3C2)cc1 (centres undefined)
5: Cc1sc(N)nc1-c1ccc(C(C)(C)C)cc1
6: Cc1cccc(OCC(=O)Nc2ccc3c(c2)NC(=O)CO3)c1

screen / no.	1	2	3	4	5	6
USP17 inh	-0.4	8.6	2.7	nt	-7.6	41.2*
USP30 block	1.4	23.8	3.2	12.4	-11.2	12.2
USP10 block	-2.2	-0.3	0.7	1.7	6.6	1.9
USP7 inh	-3.0	2.2	3.1	6.2	-154.8	6.6
UCHL1 block	-1.4	0.0	-2.8	1.9	5.1	2.6
USP28 block	-0.1	1.0	-0.1	3.1	19.8	3.6
USP8 block	-8.8	1.7	16.6	13.2	-3.8	0.5
OTUD3 inh	4.4	5.0	10.4	8.1	-7.0	6.2

7: COc1ccc(-c2nc3ccccc3o2)cc1NC(=O)Cc1ccc(OC)c(OC)c1
8: Cc1sc2nc(C)n(C3CCN(CCC(N)=O)CC3)c(=O)c2c1C
9: O=C(c1cccc(S(=O)(=O)Nc2cc(Cl)ccc2Cl)c1)N1CCCCCC1
10: O=C(NC1CC1)C1(c2cccc(F)c2)CC1
11: CC1CCCN(C(=O)c2ccc(C(C)C)cc2)C1 (centres undefined)
12: CCCn1c(=O)[nH]c2c(C(=O)N3CCCCC3)snc2c1=O

screen / no.	7	8	9	10	11	12
USP17 inh	-48.5	14.1	-35.0	-0.8	3.1	-4.6
USP30 block	-63.5	15.0	0.1	3.0	15.4	1.7
USP10 block	-9.1	-0.3	17.0	0.7	0.3	-3.1
USP7 inh	-4.0	0.8	-0.1	0.2	-43.8	3.5
UCHL1 block	-1.4	1.1	-1.4	-0.6	-0.3	1.9
USP28 block	-24.5	8.3	-2.8	-3.5	-0.4	-6.4
USP8 block	-10.0	13.5	-127.3	2.5	1.3	-4.2
OTUD3 inh	-88.7	10.1	-12.5	2.7	2.1	-7.6

13: Cc1ccc(NC(=O)c2ncn3c2CN(C)S(=O)(=O)c2ccccc2-3)cn1
14: CN1CCN(C(=O)c2cnc(-c3noc4cc(N5CCCC5)ccc34)s2)CC1
15: Cc1cc(C)cc(NC(=O)C2CCCN(S(=O)(=O)c3cccnc3)C2)c1 (centres undefined)
16: COc1ccccc1CC(=O)Nc1nc2ccccc2[nH]1
17: Cc1ccc(S(=O)(=O)N(Cc2cc3ccccc3[nH]c2=O)CC2CCCO2)cc1 (centres undefined)
18: CCN(CCCNC(=O)CCc1nnc2n(CCCOC(C)C)c(=O)c3ccccc3n12)c1cccc(C)c1

screen / no.	13	14	15	16	17	18
USP17 inh	-30.3	-5.8	-8.0	60.1*	-0.6	-8.6
USP30 block	-47.0	-47.3	nt	15.0	9.0	-12.7
USP10 block	-5.0	-6.8	-2.1	9.1	1.7	-4.6
USP7 inh	-6.7	-30.9	0.4	nt	-1.3	-0.8
UCHL1 block	-2.7	3.5	0.8	-0.6	0.0	0.0
USP28 block	-18.4	23.2	nt	3.3	-0.3	-5.3
USP8 block	-82.7	-8.1	-1.4	9.9	-6.3	-8.3
OTUD3 inh	-12.3	-4.9	4.8	-1.6	-1.6	0.0

19: COc1ccc(Cc2nnc(Nc3ccc(F)cc3)[nH]c2=O)cc1
20: COCC1CN(c2ccncn2)Cc2cn(CC3CCCC3)nc21 (centres undefined)
21: Cc1ccc2oc(SCC(=O)Nc3ccc4c(c3)OCCO4)nc2n1
22: O=C(Nc1ccc(F)cc1Cl)c1cnc(N2CCN(c3ccccn3)CC2)c2ccccc12
23: CCc1nn2cc(-c3ccccc3OC)nc2s1
24: COc1ccc(CN2CCC3(CC2)CN(C(C)=O)Cc2ccccc2O3)cc1

screen / no.	19	20	21	22	23	24
USP17 inh	-1.1	-45.5	20.8	-10.7	6.0	0.1
USP30 block	8.5	-56.1	13.3	-0.7	-7.3	17.9
USP10 block	25.3	-3.4	2.3	5.2	1.1	-1.6
USP7 inh	8.2	-16.1	3.7	7.4	-4.8	-1.8
UCHL1 block	0.5	-5.2	3.1	3.4	0.3	0.5
USP28 block	-0.4	-27.2	11.0	-1.4	-1.3	7.5
USP8 block	52.4*	-153.9	-7.7	0.6	15.9	15.6
OTUD3 inh	0.0	-16.2	15.4	-0.3	0.6	10.1

25: Cc1cc(-c2cnc(CC3CCN(C(=O)C(C)(C)C)CC3)cn2)n[nH]1
26: CC(C)c1nc2sc3c(NCC4CCCO4)ncnc3c2c2c1COC(C)(C)C2 (centres undefined)
27: O=C(Nc1ccc(N2CCN(C3CCCCC3)C2=O)nc1)c1ccc2c(c1)OCO2
28: Clc1ccc(Nc2nc(SCc3ccccc3)nc3nc(N4CCOCC4)ncc23)cc1
29: CC(O)(CS(=O)(=O)Cc1ccccc1)C(=O)Nc1ccc(Cl)cc1Cl (centres undefined)
30: Cc1nc(C2(NC(=O)Nc3ccc(F)cc3F)CCCC2)no1

screen / no.	25	26	27	28	29	30
USP17 inh	-29.4	10.6	-1.8	-16.5	7.6	-17.1
USP30 block	nt	26.2	-0.7	-22.8	9.2	-13.1
USP10 block	-1.7	2.6	16.7	-3.8	1.6	-3.5
USP7 inh	-3.1	4.3	-0.1	-3.3	-15.3	21.1
UCHL1 block	-0.5	3.8	-3.0	-0.5	4.4	-3.2
USP28 block	nt	9.4	0.2	-17.8	6.2	-15.0
USP8 block	-3.5	0.1	0.1	-21.0	14.6	-3.9
OTUD3 inh	-2.0	14.3	-5.5	-18.7	0.7	-16.8

31: O=C(Nc1ccccc1)N1CCCN(c2ccc([N+](=O)[O-])cn2)CC1
32: O=C(NC(Cc1ccccc1)C(=O)Nc1ccc(-n2cnnn2)cc1)c1ccccc1 (centres undefined)
33: Cc1nccc(-c2sc(C3CCN(C(=O)C4CCC4)CC3)nc2C)n1
34: Oc1ccc2ccccc2c1CN1CCCC1
35: CC(C)(C)OC(=O)N1CCCC2(Cc3ccccc3CN2)C1 (centres undefined)
36: O=S1(=O)CCC(S(=O)(=O)Nc2ccc(OCc3ccc(Cl)cc3)cc2)C1 (centres undefined)

screen / no.	31	32	33	34	35	36
USP17 inh	-16.6	-6.8	2.0	16.7	5.5	34.7*
USP30 block	13.1	-12.8	-0.1	-1.7	11.3	19.3
USP10 block	0.2	1.2	0.9	0.5	2.5	0.0
USP7 inh	-11.6	-5.6	-3.5	2.8	-1.0	-3.2
UCHL1 block	0.0	1.9	-0.9	1.6	1.0	0.6
USP28 block	-4.3	-3.1	-2.0	5.3	5.5	8.7
USP8 block	1.4	0.7	3.4	37.5*	3.6	56.7*
OTUD3 inh	3.9	-2.4	-4.5	-1.6	4.6	5.9

# By substructure, the compounds so far with a halogen (8)
9: O=C(c1cccc(S(=O)(=O)Nc2cc(Cl)ccc2Cl)c1)N1CCCCCC1
10: O=C(NC1CC1)C1(c2cccc(F)c2)CC1
19: COc1ccc(Cc2nnc(Nc3ccc(F)cc3)[nH]c2=O)cc1
22: O=C(Nc1ccc(F)cc1Cl)c1cnc(N2CCN(c3ccccn3)CC2)c2ccccc12
28: Clc1ccc(Nc2nc(SCc3ccccc3)nc3nc(N4CCOCC4)ncc23)cc1
29: CC(O)(CS(=O)(=O)Cc1ccccc1)C(=O)Nc1ccc(Cl)cc1Cl (centres undefined)
30: Cc1nc(C2(NC(=O)Nc3ccc(F)cc3F)CCCC2)no1
36: O=S1(=O)CCC(S(=O)(=O)Nc2ccc(OCc3ccc(Cl)cc3)cc2)C1 (centres undefined)

screen / no.	9	10	19	22	28	29	30	36
USP17 inh	-35.0	-0.8	-1.1	-10.7	-16.5	7.6	-17.1	34.7*
USP30 block	0.1	3.0	8.5	-0.7	-22.8	9.2	-13.1	19.3
USP10 block	17.0	0.7	25.3	5.2	-3.8	1.6	-3.5	0.0
USP7 inh	-0.1	0.2	8.2	7.4	-3.3	-15.3	21.1	-3.2
UCHL1 block	-1.4	-0.6	0.5	3.4	-0.5	4.4	-3.2	0.6
USP28 block	-2.8	-3.5	-0.4	-1.4	-17.8	6.2	-15.0	8.7
USP8 block	-127.3	2.5	52.4*	0.6	-21.0	14.6	-3.9	56.7*
OTUD3 inh	-12.5	2.7	0.0	-0.3	-18.7	0.7	-16.8	5.9
